Pol kappa inh – DNA polymerase kappa (human) inhibition | purified Pol kappa, fluorescent DNA synthesis assay, 10 min | Potency, µM (series often up to 107 µM), without a hit: top-dose activity, negative = inhibition, most hits filed as inhibitors | 0.53% of 400,000 active | AID 588579; note: potency is the fitted concentration of half-maximal effect; % is set by controls: 0 for no effect and ±100 for the full control effect
Target sequence (Q9UBT6 whole entry, looked up): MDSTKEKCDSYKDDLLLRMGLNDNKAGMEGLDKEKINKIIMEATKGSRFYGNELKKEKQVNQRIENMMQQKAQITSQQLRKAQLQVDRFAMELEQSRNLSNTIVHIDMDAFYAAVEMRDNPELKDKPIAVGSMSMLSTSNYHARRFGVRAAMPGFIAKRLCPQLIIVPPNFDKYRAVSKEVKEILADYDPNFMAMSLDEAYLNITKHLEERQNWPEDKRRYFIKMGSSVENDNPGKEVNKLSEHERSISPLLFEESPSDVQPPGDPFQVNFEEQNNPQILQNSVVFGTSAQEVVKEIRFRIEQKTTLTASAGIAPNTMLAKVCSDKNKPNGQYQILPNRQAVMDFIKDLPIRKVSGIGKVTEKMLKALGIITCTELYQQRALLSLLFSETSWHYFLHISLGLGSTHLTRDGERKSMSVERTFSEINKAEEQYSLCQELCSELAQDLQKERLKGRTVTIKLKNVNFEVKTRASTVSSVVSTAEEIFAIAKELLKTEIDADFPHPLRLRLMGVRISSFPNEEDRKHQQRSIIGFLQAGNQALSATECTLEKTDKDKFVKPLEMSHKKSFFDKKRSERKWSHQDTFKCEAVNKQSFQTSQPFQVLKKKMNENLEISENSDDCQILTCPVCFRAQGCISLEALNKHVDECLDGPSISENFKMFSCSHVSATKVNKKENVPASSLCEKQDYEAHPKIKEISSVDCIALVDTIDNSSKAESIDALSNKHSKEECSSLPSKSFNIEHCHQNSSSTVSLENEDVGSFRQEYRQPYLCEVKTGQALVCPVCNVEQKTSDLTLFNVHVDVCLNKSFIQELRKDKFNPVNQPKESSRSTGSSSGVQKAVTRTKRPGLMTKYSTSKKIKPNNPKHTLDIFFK
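Pol kappa 10 nM + cpd, 15 min RT; start w/ substrate 50 nM final; fluorescence kinetic read, 0 and 10 min. Neg ctrl: buffer, no enzyme.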
POLB inh – inhibitors of human DNA polymerase beta; P06746; Pol beta primer extension/strand displacement, fluorescence kinetic; Potency, µM (titrated, usually from 114 µM), for inactives: top-dose activity change, negative = inhibition, hits mostly inhibitors; 1.3% of 340,000 active; note: potency is the fitted concentration of half-maximal effect; % is set by controls: 0 for no effect and ±100 for the full control effect
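Homogeneous kinetic assay of primer extension and strand displacement by 10 nM Pol beta, preincubated 15 min at room temperature with compound before 50 nM substrate (final) was added. Read at 0 and 10 min; four-parameter Hill fit.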
ALOX12 inh – ALOX12 (human) lipoxygenase inhibition; 1.1% of 580,000 active; Potency, µM (series often up to 108 µM), inactives show at the highest dose activity change, negative = inhibition, usual class: inhibitors; purified 12hLO, xylenol orange hydroperoxide absorbance; P18054; note: potency is the fitted concentration of half-maximal effect; % is set by controls: 0 for no effect and ±100 for the full control effect
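Hydroperoxide product was detected by ferrous iron/xylenol orange as the 573 to 405 nm absorbance ratio. Arachidonic acid at 40 uM (final) was turned over for 30 min at room temperature by 150 nM human 12hLO, pH 7.0 Hepes buffer, after 15 min compound preincubation.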
Anesthetic bind – candidate novel general anesthetic via apoferritin binding. P02791. apoferritin/1-aminoanthracene competitive binding, fluorescence. 0.074% of 350,000 active. Potency, µM (highest dose often 77.5 µM), inactives show at the top dose activity change, negative = displacement, usual class: inhibitors; note: potency is the fitted concentration of half-maximal effect; % is set by controls: 0 for no effect and ±100 for the full control effect; nearly all actives have a fitted effect of over 20% in size
Target sequence (P02791 2-175 limits assumed): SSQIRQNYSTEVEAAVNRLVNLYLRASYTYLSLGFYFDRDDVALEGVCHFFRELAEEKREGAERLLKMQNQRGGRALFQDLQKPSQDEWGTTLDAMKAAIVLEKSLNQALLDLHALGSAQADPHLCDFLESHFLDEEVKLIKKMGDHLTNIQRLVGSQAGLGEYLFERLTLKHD
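Probe: 1-aminoanthracene (50% saturated, PBS). Protein: horse-spleen apoferritin, 10 uM. Incubation: 10 min, room temperature. Detection: 380 nm excitation, 535 nm emission. Analysis: normalized response, four-parameter Hill.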
BLM inh – blocks DNA unwinding by human BLM helicase | P54132 | recombinant BLM DNA unwinding, fluorescence dequenching | Potency, µM (highest dose often 56.1 µM), for the others: at the highest dose activity change, negative = inhibition, actives largely listed as inhibitors | 0.2% of 350,000 active | AID 2528;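 note: potency is the fitted concentration of half-maximal effect; plate controls were vehicle for no effect and no enzyme for full effect; nearly all actives have a fitted effect of over 35% in size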
APE1 inh – blocks human APE1 abasic DNA cleavage; P27695; recombinant APE1, TAMRA/BHQ-2 abasic DNA cleavage fluorescence; Potency, µM (doses to about 65.8 µM), without a hit: at the top dose activity change, negative = inhibition, most hits filed as inhibitors; 0.35% of 350,000 active; AID 2517;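 note: potency is the fitted concentration of half-maximal effect; plate controls were vehicle for no effect and reference inhibitor for full effect; nearly all actives have a fitted effect of over 55% in size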
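Endonuclease cleavage of a quenched abasic-site DNA duplex (50 nM) by APE1 (0.75 nM) was tracked by TAMRA dequenching. Compounds were preincubated with enzyme 15 min at room temperature; data normalized to buffer-only and DMSO wells plus NSC13755 control.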
ERG-DNA inh – ERG Ets/DNA interaction inhibition; 0.028% of 370,000 active; fluorescence polarization, His-ERG Ets domain / labelled DNA; Potency, µM (titrated, usually from 76.9 µM), for inactives: at the highest dose FP activity, negative = inhibition, hits mostly inhibitors; active = well fitted inhibition curve with a large enough effect in the polarisation, with a control signal flat; inconclusive = small, poorly fitted or top-dose-only effect, or effect the other way, or a change in a side signal; inactive = no such curve, though single readings can be large or run the other way; the % refers to the polarisation;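 note: polarization taken with two DNA probes labelled with fluorescein and Texas red; potency is the fitted concentration of half-maximal effect; % of control where 0% means no effect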
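His-tagged ERG Ets domain (1 uM in the protein solution; 300mM KCl, 50mM Tris-HCl, 1mM EDTA, 1mM DTT, pH 7.5) received compound, then a probe mix of 5 nM fluorescein-DNA and 100nM Texas-615-DNA. Fluorescence polarization was read for both dyes.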
TRHR agonist – TRH receptor (human) agonism; AID 493084; P34981; activation, % at 2 µM; TRHR cells, calcium flux fluo-8, FDSS agonist mode; 0.18% of 360,000 active; in the data active = activation above about 30%; note: 0% is about no effect
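Fluo-8-loaded TRHR cells; 10 s baseline, compound added, kinetic Ca2+ fluorescence read 1/s, agonist mode.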
POLI inh – DNA polymerase iota (human) inhibition; Q9UNA4; Pol iota fluorescent replication assay, 10 min; Potency, µM (series often up to 115 µM), for inactives: at the highest dose activity, negative = inhibition, most hits filed as inhibitors; 1% of 390,000 active; AID 588590; note: potency is the fitted concentration of half-maximal effect
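Pol iota at 10 nM preincubated 15 min with compounds at room temperature; reaction started with fluorescent substrate, 50 nM final. Fluorescence read kinetically at 0 and 10 min; buffer-only wells as negative control.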
* hit, by the source's call; ? = inconclusive; · = no result given; & = joins results of further samples; [ ] = another dose, or the depositor's remark. Unless noted, calls come from the whole dose curve; as a rule, active = well fitted curve in the direction sought with a large enough effect; inconclusive = small, poorly fitted or top-dose-only effect, or another doubt; inactive = no such curve, though single readings can be large; an effect the other way counts as inactive or inconclusive. Only part of the results is shown; count on the stated rates, not on these rows.

SMILES | Pol kappa inh | POLB inh | ALOX12 inh | Anesthetic bind | BLM inh | APE1 inh | ERG-DNA inh | TRHR agonist | POLI inh
COc1ccc(S(=O)(=O)N2CCCCCC2)cc1C(=O)N(C)CC(=O)Nc1cc(C)ccc1C | -6% | 5% | -60% | -7% | -2% | -26% | 0% | -0.8 | -14%
COc1cccc(CNC(=O)CCNS(=O)(=O)c2ccc3c(c2)CC(C)N3C(C)=O)c1 (configuration not stated) | -8% | 4% | 3% | -4% | -2% | 8% | -3% | 0.5 | 32%[activator]
Cc1cc(Nc2ccc(Br)cc2F)n2nc(C)nc2n1 | -4% | 9% | ? | -2% | 3% | 22% | -2% | -0.1 | -6%
COc1ccc(C)cc1NC(=O)C(=O)N/N=C(\C)CC(=O)Nc1cccnc1 | -13% | 19% | -3% | -18% | -2% | -2% | -3% | -0.2 | 22%
Cc1ccc(-n2c(C)cc(C(=O)CSc3nncs3)c2C)cc1 | -6% | -8% | -16% | -14% | 0% | -7% | · | -0.6 | 8%
Cc1cccc(NC(=O)Cn2c(=O)oc3ccccc32)c1C | -2% | -12% | 0% | 2% | -2% | 64%[activator] | 63%[activator] | 0.7 | 1%
CCOC(=O)c1cc2ccc(OC(=O)c3ccco3)cc2oc1=O | -4% | 1% | 13% | 444%[activator] | -9% | -3% | -1% | 0.1 | 1%
COc1cc(/C=N/NC(=O)c2ccncc2)c([N+](=O)[O-])cc1OC | 1% | 3% | ? | -3% | -4% | 0% | -11% | 0.4 | ?
Cc1ccccc1CNC(=O)C(=O)NCC(c1ccco1)S(=O)(=O)c1cccs1 (configuration not stated) | -8%[60.1 µM] | -10% | -1% | -14% | -3% | · | 1% | 0.3 | 23%
Cc1cc(C)n(-c2nc(SCC(=O)Nc3nccs3)c3c4c(sc3n2)COC(C)(C)C4)n1 | -5% | 2% | -18% | -16% | -3% | 4% | -10% | -0.7 | -15%
COc1ccc(CNC(=O)CCS(=O)(=O)c2ccc3c(c2)oc(=O)n3C)cc1 | 9%&-16% | 14%&-2% | -4%&-14% | -1%&-7% | 0%&1% | 13% | 8%&7% | 0.5&0.6 | 40%&37%[activator]
O=S(=O)(Nc1cc(Cl)ccc1N1CCOCC1)c1ccccc1Cl | -19% | · | 7% | · | · | 13% | -11% | 0.3 | -16%
CC[C@]12c3[nH]c4cc(-c5ccco5)ccc4c3CCN1C(=O)[C@@H](CC(=O)NCC13CC4CC(CC(C4)C1)C3)C[C@@H]2C(=O)N1CCN(C(=O)C2CC2)CC1 | 7% | · | -17% | · | · | -4% | 1% | · | -1%
Cc1nc(N)sc1-c1csc(Nc2ccccn2)n1 | -22% | -2% | -17% | -19% | -2% | -6% | -4% | -0.3 | 8%
CCOc1cc(S(=O)(=O)N2CCCC2)c(C)cc1C | -18% | 2% | 4% | -7% | -1% | 0% | -1% | -1.0 | -21%
Cc1cc(C)c2nc(Nc3nc(-c4ccccc4)cc(=O)[nH]3)nc(C)c2c1 | -10% | ? | 2% | -7% | -2% | 16% | 3% | -0.9 | -13%
COc1ccc(-c2cc(C(=O)OC3CCOC3=O)c3ccccc3n2)cc1OC (configuration not stated) | -9% | 0% | -27% | 36%[activator] | 1% | -2% | 4% | -1.0 | -10%
Cc1noc(C)c1CSCC(=O)Nc1cccc(C(F)(F)F)c1 | -3% | · | -18% | · | · | 43%[activator] | 1% | · | -10%
Brc1ccc(CN2CC[C@H]3C=CCc4cccc(c43)C2)cc1 | 6%&11% | · | ? | · | · | 18% | 6% | -0.1 | 8%&15%
O=C(N/N=C/c1coc2ccccc2c1=O)c1cc(Br)ccc1O | 4% | 13% | 226%[activator] | -15% | -4% | ? | 2% | 0.1 | 11%
CCN(CC)C(=O)c1cc(C(C)(C)C)c(O)c(C(C)(C)C)c1 | -3% | 33% | -4% | 8% | 0% | 2% | 2% | -0.5 | 146%[activator]
COC(=O)c1c(-c2ccc(Cl)cc2)noc1N1CCN(c2cccc(C(F)(F)F)c2)CC1 | -5%[60.1 µM] | -3% | -7% | -2% | -8% | · | 0% | 0.7 | 23%
O=C(O)CCCCCCCCCC[n+]1ccccc1 | -1% | 13% | -2% | 9% | -1% | 19% | 13% | -2.1 | 15%
C/C(=N\Nc1ccccn1)c1ccc(C#N)cc1 | 3% | 27% | 14% | -10% | -5% | 11% | -4% | -0.1 | 114%[activator]
CCOC(=O)c1c(C)[nH]c(C(=O)OCC(=O)N2CCN(S(=O)(=O)c3ccc(C)cc3C)CC2)c1C | -6% | · | 120%[activator] | · | · | -12% | 4% | 0.2 | 4%

Brought forward from above: seven entries, then new ones.
SMILES | Pol kappa inh | POLB inh | ALOX12 inh | Anesthetic bind | BLM inh | APE1 inh | ERG-DNA inh | TRHR agonist | POLI inh
Brc1ccc(CN2CC[C@H]3C=CCc4cccc(c43)C2)cc1 | 6%&11% | · | ? | · | · | 18% | 6% | -0.1 | 8%&15%
O=C(N/N=C/c1coc2ccccc2c1=O)c1cc(Br)ccc1O | 4% | 13% | 226%[activator] | -15% | -4% | ? | 2% | 0.1 | 11%
CCN(CC)C(=O)c1cc(C(C)(C)C)c(O)c(C(C)(C)C)c1 | -3% | 33% | -4% | 8% | 0% | 2% | 2% | -0.5 | 146%[activator]
COC(=O)c1c(-c2ccc(Cl)cc2)noc1N1CCN(c2cccc(C(F)(F)F)c2)CC1 | -5%[60.1 µM] | -3% | -7% | -2% | -8% | · | 0% | 0.7 | 23%
O=C(O)CCCCCCCCCC[n+]1ccccc1 | -1% | 13% | -2% | 9% | -1% | 19% | 13% | -2.1 | 15%
C/C(=N\Nc1ccccn1)c1ccc(C#N)cc1 | 3% | 27% | 14% | -10% | -5% | 11% | -4% | -0.1 | 114%[activator]
CCOC(=O)c1c(C)[nH]c(C(=O)OCC(=O)N2CCN(S(=O)(=O)c3ccc(C)cc3C)CC2)c1C | -6% | · | 120%[activator] | · | · | -12% | 4% | 0.2 | 4%
CC(OC(=O)c1cccc(-n2cnnn2)c1)C(=O)NC1(C#N)CCCCC1 (configuration not stated) | -16% | · | 1% | · | · | 12% | 3% | 0.2 | 32%[activator]
Cc1ccc(S(=O)(=O)n2ccc(-c3cccc(OCc4c(F)cccc4Cl)c3)n2)cc1 | -19% | 18% | -18% | -4% | -4% | 0% | -2% | · | 18%
Clc1ccccc1/C=N/c1cc(-c2ccccc2)nn1-c1ccccc1 | -4% | 8% | 0% | -6% | -7% | 10% | -10% | · | 7%
COc1ccc(NC(=O)COc2ccc(/C=C/c3cc[n+](C)cc3)cc2OC)cc1 | -17% | ? | ? | 318%[activator] | 52%[activator] | -9% | 8% | 0.0 | ?
CCOc1ccc(-c2cccc(NS(=O)(=O)c3cc([N+](=O)[O-])ccc3Cl)c2)nn1 | 3% | · | -29% | · | · | 0% | -6% | -0.1 | -12%
Cc1cnc(NC(=O)C2CCCC2)s1 | -4% | 23% | 0% | ? | 1% | -1% | -1% | 0.1 | -7%
CC(=O)Nc1ccc(N2CCN(C(C)=O)CC2)cc1 | -9% | 6% | -29%[57.4 µM] | -7% | 6% | -7% | · | 0.4 | 27%
O=C(O)c1cc2nc(-c3ccc(F)cc3)cc(C(F)(F)F)n2n1 | 7% | 10% | 0% | -17% | -6% | 3% | -3% | 0.4 | 45%[activator]
Cn1c(=O)n(C)c2cc(N3CCOCC3)c(NC(=O)c3ccc(C(C)(C)C)cc3)cc21 | 11% | 12% | -5% | 7% | -5% | · | 12% | -0.5 | 3%
Cc1ccc(F)c(C2C3C=CCC(c4cccc(-c5ccc(N(C)C)cc5)c4)C3C(=O)N2Cc2ccccc2)c1 (configuration not stated) | 18% | -13% | -15% | -3% | -7% | 2% | 0% | -0.4 | 1%
CC1(c2ccc([N+](=O)[O-])cc2)NC(=O)N(CC(=O)Nc2ccc(N3CCCCC3)cc2)C1=O (configuration not stated) | -24% | · | -10% | · | · | 9% | -3% | 2.6 | 17%
COC(=O)c1ccccc1NC(=O)CCc1ccccc1 | -10% | 1% | 13% | -7% | -5% | 2% | -2% | -0.5 | 105%[activator]
O=C(Cn1nc(C(F)(F)F)cc1C1CC1)NCc1ccccc1F | -14% | -2% | -13% | 1% | -4% | 0% | -6% | -1.1 | 8%
COC(=O)CCCC1=CC2=C(c3ccccc3)C(=O)C(C)(OC(=O)C3CCCC3)C(=O)C2=CN1Cc1ccc(OC)cc1 (configuration not stated) | -11% | -17% | ? | -24% | -11%[12.4 µM] | -4%[12.4 µM] | 19% | -0.9 | 14%
COc1ccccc1C(CNC(=S)NCc1ccccc1)N1CCCC1 (configuration not stated) | 4% | -9% | ? | -5% | 0% | -13% | 0% | 0.7 | -12%
O=c1ccc2ccc(O[C@@H]3O[C@H](CO[C@@H]4OC[C@](O)(CO)[C@H]4O)[C@@H](O)[C@H](O)[C@H]3O)cc2o1 | -9% | · | 0% | · | · | 14% | 2% | -0.1 | ?
COc1cc(C2c3c(n[nH]c3C)C(=O)N2c2ccc(C)cc2)ccc1O (configuration not stated) | -10% | 21% | -24%&-43% | -11% | -2% | 15% | 1% | 0.3 | 14%
COc1ccc(N2CCN(S(=O)(=O)c3cn(C)cn3)CC2)cc1 | -2% | 26% | 2% | 1% | 0% | 34% | -6% | 0.4 | 28%
CCc1cc2c(cc3c(=O)n(CC(=O)N4CCCCC4)nc(CC)n32)s1 | 1% | 0% | -11% | -8% | -2% | · | 7% | 0.5 | 31%[activator]
Cn1cc(NC(=O)c2cc(NC(=O)c3cc(NC=O)cn3C)cn2C)cc1C(=O)NCCC(=N)N | 0.79µM* | 14µM* | · | -1% | -9%&59% | 0% | · | -0.4 | ·
